CHT PAM: CHT positive allosteric modulators, primary screen, cell-based, membrane potential dye, choline EC20; AID 488977, 2010; High affinity choline transporter 1 (Homo sapiens), Q9GZV3; actives 0.49% (n = 310,000); B-score at 10 µM; CHT-expressing cells; hits give high values; LV-AA mutant CHT in HEK293 cells;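 active means initial fluorescence not abnormally high and integrated response B-score, plate-corrected, over 3 SD above library mean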
Target sequence (Q9GZV3 whole entry, looked up): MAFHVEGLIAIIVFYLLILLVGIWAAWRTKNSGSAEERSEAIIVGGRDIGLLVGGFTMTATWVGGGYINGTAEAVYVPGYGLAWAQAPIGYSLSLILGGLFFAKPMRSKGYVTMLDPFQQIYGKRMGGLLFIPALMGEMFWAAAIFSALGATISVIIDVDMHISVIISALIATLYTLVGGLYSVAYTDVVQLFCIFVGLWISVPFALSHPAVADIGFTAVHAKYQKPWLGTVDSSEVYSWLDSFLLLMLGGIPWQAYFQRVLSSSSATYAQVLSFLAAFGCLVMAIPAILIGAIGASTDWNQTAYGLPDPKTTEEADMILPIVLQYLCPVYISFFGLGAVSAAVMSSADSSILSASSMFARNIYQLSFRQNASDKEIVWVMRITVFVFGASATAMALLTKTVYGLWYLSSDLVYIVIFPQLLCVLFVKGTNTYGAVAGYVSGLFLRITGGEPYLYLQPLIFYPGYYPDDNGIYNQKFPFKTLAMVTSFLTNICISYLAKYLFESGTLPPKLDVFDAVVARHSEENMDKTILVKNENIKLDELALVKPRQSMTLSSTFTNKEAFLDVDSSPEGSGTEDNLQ
OX1R antag: OX1R (HCRTR1) antagonists, primary screen, fluorescence, CHO/OX1R cells, Fluo-8 calcium, orexin A. Orexin/Hypocretin receptor type 1 (Homo sapiens), O43613. Fluo-8 calcium fluorescence. inhibition, % at 5 µM. actives 0.43% (n = 330,000). AID 434989, 2010;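 active means inhibition above its plate's threshold, mean inhibition of all tested compounds on the plate plus 3 SD, cut at about 37% in these data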;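 further: 0% = orexin A challenge wells and 100% = SB-334867-A antagonist wells; not every result past the cut was called active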
Target sequence (O43613 whole entry, looked up): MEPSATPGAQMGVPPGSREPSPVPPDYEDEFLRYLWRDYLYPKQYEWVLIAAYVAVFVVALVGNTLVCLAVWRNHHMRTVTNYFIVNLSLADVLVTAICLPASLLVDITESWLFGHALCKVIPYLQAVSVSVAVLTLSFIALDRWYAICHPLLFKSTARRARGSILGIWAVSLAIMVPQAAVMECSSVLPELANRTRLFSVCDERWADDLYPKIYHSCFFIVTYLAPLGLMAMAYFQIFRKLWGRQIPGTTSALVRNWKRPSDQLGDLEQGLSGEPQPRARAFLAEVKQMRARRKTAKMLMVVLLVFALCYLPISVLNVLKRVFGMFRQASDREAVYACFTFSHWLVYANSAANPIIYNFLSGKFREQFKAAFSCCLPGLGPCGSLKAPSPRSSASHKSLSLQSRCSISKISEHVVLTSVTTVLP
* = called active by the depositor; i = inactive; / = no result given.

SMILES | CHT PAM | OX1R antag
CCCN(Cc1nnc(-c2cccs2)o1)C(=O)c1cc(S(=O)(=O)N2CCOCC2)ccc1C | / | -39
Cc1ccn2c(CNCCn3nc(C)cc3C)c(C(=O)N3CCCCCC3)nc2c1 | i | -16
CCN1C(=O)[C@H]2[C@@H](c3ccc(-c4ccccc4)c(OC)c3)N[C@@](Cc3ccccc3)(C(=O)OC)[C@H]2C1=O | i | -27
Cc1ccc(NC(=O)c2ccc(OC(=O)c3cc4ccccc4o3)cc2)cc1 | i | -4
O=C(CCOc1ccccc1)OCC(=O)c1cc2ccccc2o1 | i | -11
COc1ccccc1-n1c(SCC(=O)O)nnc1-c1ccc(S(=O)(=O)N2CCCCC2)cc1 | i | -5
O=c1cc(CN2CCN(c3ccccc3)CC2)nc2scc(-c3ccccc3)n12 | i | -28
COc1ccccc1NC(=O)CSc1ccc(-c2ccc(-n3cccn3)cc2)nn1 | i | -12
CCOc1ccc(-c2cccc(NC(=O)c3ccc(Br)o3)c2)nn1 | i | -37
CCn1c(CCNC(=O)c2cccs2)nnc1SCC(=O)c1ccc(OC)cc1 | i | -14
O=C(COC(=O)C1C2CC3OC(=O)C1C3C2)Nc1ccc(Br)cc1 (configuration not stated) | i | -4
CCCCN(C)C(=O)CSc1nc(NCc2ccc(OC)cc2)c2ccccc2n1 | i | -22
CCOC(=O)c1c(NC2=NS(=O)(=O)c3ccccc32)sc2c1CCC(C)C2 (configuration not stated) | i | -12
CC(C)CNS(=O)(=O)c1cc(C(=O)N2CC(C)OC(C)C2)c(Cl)cc1Cl (configuration not stated) | i | -26
CCOC(=O)c1c(NC(=O)CNCCO)sc(C)c1C | i | -21
Oc1ccccc1/C=N/n1c2ccccc2c2ccccc21 | i | -9
Cc1ccc(NC(=S)NC(=O)C2CCCC2)cc1C | i | -1
COc1cc(/C=N/NC(=S)Nc2cccc(Cl)c2C)ccc1OCC(=O)N1CC(C)OC(C)C1 (configuration not stated) | i | -29
N#Cc1ccccc1NC(=O)CSc1nnc(-c2ccccc2)n1-c1ccccc1 | i | -31
CSc1ncc(CN2CCc3c([nH]c4ccccc34)C2c2cccc(C)n2)cn1 (configuration not stated) | i | -29
CC1CC(CC(=O)NC(=S)Nc2ccccc2Cl)C(=O)O1 (configuration not stated) | i | 0
OC(COCC1COc2ccccc2O1)CN1CCc2ccccc2C1 (configuration not stated) | i | -9
Cc1noc(NS(=O)(=O)c2ccc(NC(=O)c3cc(-c4ccccc4Cl)nc4ccccc34)cc2)c1C | i | -27
CCOC(=O)N1CCN(C(=O)CSc2nc(=O)n3ccc(C)cc3n2)CC1 | i | -4
Nn1c(SCc2nc3ccccc3[nH]2)nnc1-c1ccccc1 | i | -14
CC(=O)NCCCc1nc2ccccc2n1Cc1ccccc1F | i | -15
C=C(NC(C)=O)c1c(F)cccc1F | / | -2
O=Cc1cc(N=Nc2ccccc2Cl)ccc1O | i | 2
O=C(Cn1cnc(S(=O)(=O)N2CCCCC2)c1)NCc1ccco1 | i | 1
CCOC(=O)c1ccc(N2C(=O)c3n[nH]c(C)c3C2c2ccc(OC)cc2OC)cc1 (configuration not stated) | i | -19
Cc1cc(N2C(=O)C(O)=C(C(=O)c3ccc(C)o3)C2c2ccc([N+](=O)[O-])cc2)no1 (configuration not stated) | i | -7
O=C(O)c1ccccc1SC1CC(=O)N(c2ccccc2)C1=O (configuration not stated) | i | -20
CC1CCN(S(=O)(=O)c2ccc3c(ccn3CCC(=O)NC(C)C)c2)CC1 | i | -23
CC(C)(C)NC(=O)C(c1ccccn1)N(C(=O)c1csnn1)C1CCCC1 (configuration not stated) | i | -17
COc1ccc(-c2nc(CS(=O)CC(=O)N3CCCC3)c(C)o2)cc1 (configuration not stated) | i | -23
O=C(N/N=C/c1sc(N2CCCCC2)nc1-c1cccs1)c1cccnc1 | i | 45*
COc1ccccc1C1C(C(C)=O)=C(O)C(=O)N1c1ccc(O)cc1 (configuration not stated) | i | 12
O=C(c1ccc(Br)cc1)N1CCC(C(=O)N2CCN(Cc3ccccc3)CC2)CC1 | i | /
CS(=O)(=O)N(CC(=O)NCCSc1ccccn1)c1cccc2ccccc12 | i | -4
CCOC(=O)N1CCN(C(=O)c2ccc3c(SCC(=O)O)c4c(nc3c2)CCC4)CC1 | i | -14
O=C(NC(=S)NC1CCS(=O)(=O)C1)c1ccccc1F (configuration not stated) | i | 0
CCOC(=O)c1cccc(NC(=O)c2c(NCc3ccccc3)[nH]c(=O)[nH]c2=O)c1 | i | -4
CCN(CC)S(=O)(=O)c1cccc(C(=O)Nc2cccc(C)c2)c1 | i | -13
CC(C)(C)NC(=O)CCN(/N=C/c1ccccc1O)C1=NS(=O)(=O)c2ccccc21 | i | -19
COCCn1c(COC)nc2ccccc21 | i | -19
O=C(NC1CCCC1)C1CCC(CNS(=O)(=O)c2ccc(F)cc2)CC1 (configuration not stated) | i | -11
O=C(N/N=C/c1ccco1)c1cccc(N2Cc3ccccc3C2)c1 | i | -23
COc1ccc2nc(NC(=O)CNS(=O)(=O)c3cccs3)sc2c1 | i | 8
CC(=O)NC(CC(=O)OCC(=O)c1cc(C)ccc1C)c1ccccc1 (configuration not stated) | / | -9
Cc1ccc(S(=O)(=O)N2CCN(C(=O)COC(=O)CNC(=O)c3ccc(C(C)(C)C)cc3)CC2)c(C)c1 | / | -6
CC(=O)c1ccc(S(=O)(=O)N(Cc2cc3cc4c(cc3[nH]c2=O)OCCO4)CC2CCCO2)cc1 (configuration not stated) | i | -12
Cc1cc(C)cc(Oc2nc3ccccn3c(=O)c2/C=C(\C#N)C(=O)NC2CCS(=O)(=O)C2)c1 (configuration not stated) | i | -24
CCOc1cccc(CN2CCCC(N3CCN(c4cccc(Cl)c4)CC3)C2)c1O (configuration not stated) | i | -21
CCOCCOCCC(C(=O)O)P(=O)(c1ccccc1)c1ccccc1 (configuration not stated) | i | -14
COc1ccc(/C(C)=N/Nc2nc(C)c(C(C)=O)s2)cc1 | i | -25
CCOc1cc(C)c(C(C)C)cc1S(=O)(=O)N1CCN(C)CC1 | i | -28
CN(C(=O)C1CCN(c2ncnc3c2nc2n3CCCCC2)CC1)C1CCCCC1 | i | -12
O=C(CN1CCN(C(=O)c2ccco2)CC1)Nc1ccccc1-c1ccccc1 | i | -8
O=C(O)c1cc(-c2ccc3ccccc3c2)nc2ccc(F)cc12 | i | -13
CC(=O)C1=C(C)Nc2ncnn2C1c1ccccc1Cl (configuration not stated) | i | -5

2 compounds drawn at random from those above:
SMILES | CHT PAM | OX1R antag
Cc1cc(C)cc(Oc2nc3ccccn3c(=O)c2/C=C(\C#N)C(=O)NC2CCS(=O)(=O)C2)c1 (configuration not stated) | i | -24
CN(C(=O)C1CCN(c2ncnc3c2nc2n3CCCCC2)CC1)C1CCCCC1 | i | -12

Later entries:
SMILES | CHT PAM | OX1R antag
O=C1c2ccccc2C2=Nc3ccccc3SC(c3cccc(F)c3)C12 (configuration not stated) | i | 5
O=C(Nc1ccc(N2CCN(C(=O)c3cccs3)CC2)cc1)c1ccco1 | i | -7
O=C(OC(C(=O)NCc1ccco1)c1ccc(Cl)cc1)c1cccs1 (configuration not stated) | i | -22
c1ccc2c(c1)oc1c(Nc3ccc(CN4CCOCC4)cc3)ncnc12 | i | -5
C#CCOCCOCCOCCNc1nc(N2CCN(C(=O)[C@H]([C@@H](C)CC)n3cc([C@@H](N)Cc4ccc(O)cc4)nn3)CC2)nc(N2CCN(C(=O)[C@H](Cc3ccc(O)cc3)n3cc([C@@H](N)CC(C)C)nn3)CC2)n1 | i | 9
Clc1cccc(CN2CCN(c3nc4nonc4nc3NC3CC3)CC2)c1 | i | -27
Cc1noc(C)c1COc1ccc(C(=O)Nc2ncccc2O)cc1 | i | -12
O=C(CSc1nnc2ccc(-c3ccc(F)cc3)nn12)N1CCCC1 | i | -39
CC(C)CCNC(=O)c1ccc(Cl)c(NC(=O)c2ccccc2F)c1 | i | -36
COc1ccc(C2C(C(=O)OCC(=O)NC(C)(C)C)CCC(=O)N2c2ccc(C)cc2)cc1OC (configuration not stated) | i | -9
CN(CCC#N)S(=O)(=O)c1ccc2c(c1)c(=O)n(C)c(=O)n2C | i | -2
CCOC(=O)c1ccc(-c2ccc(C3Nc4ccccc4C(=O)N3O)o2)cc1 (configuration not stated) | i | -21
O=C(C(c1ccccc1)c1ccccc1)N1CCC(c2nc(-c3ccccc3Cl)no2)CC1 | i | -30
COc1ccc(N(CC(=O)Nc2ccc3c(c2)OCO3)S(=O)(=O)c2ccc(F)cc2)cc1 | i | -15
CC(=O)N1CCSc2ccc(S(=O)(=O)NCc3ccccc3)cc21 | i | 1
CCOc1ccc2oc(C(=O)O)c(C)c2c1 | i | 3
O=S(=O)(c1ccccc1)n1ccc2ccccc21 | i | -7
O=C(CSc1nnnn1-c1cccnc1)Nc1ccc(OCc2ccccc2)cc1 | i | 2
CC(C)N(C(=O)[C@H]1C[C@H](CC(=O)NC(C)(C)C)C(=O)N2CCc3c([nH]c4cc(-c5ccco5)ccc34)[C@]12C)C(C)C | / | -49
Cc1cc(-n2c(C)cc(C(=O)CN3C(=O)NC4(CCCCC4C)C3=O)c2C)no1 (configuration not stated) | i | -17
COc1ccccc1OC(C)C(=O)Nc1nc(-c2ccc(S(=O)(=O)N3CCOCC3)cc2)cs1 (configuration not stated) | i | -7
CCCCOC(=O)c1cc(Cl)c(O)c(OC)c1 | i | 15
O=C(CC1CCCCC1)Nc1ncn[nH]1 | i | -4
Cc1csc(SCCn2c(N3CCCC3)nc3c2c(=O)[nH]c(=O)n3C)n1 | i | -13
COC(=O)c1c(N)sc(C(=O)NCCc2ccccc2)c1C | i | /
CC1C(=O)C(C)C(c2cccs2)NC1c1cccs1 (configuration not stated) | i | -16
O=C(NCc1cccs1)c1csc2c1CCCCC2 | i | 1
Cc1cc(C)nc(N2CCCC(C(=O)NNC(=O)c3ccncc3)C2)n1 (configuration not stated) | i | 3
CCNc1nc(C)c2cc(Br)c(=O)n(CC)c2n1 | i | -26
O=C(Nc1ccc2nc3n(c(=O)c2c1)CCCCC3)C(=O)N1CCN(c2ccccc2)CC1 | i | -30
CC(C)(C)OC(=O)N/N=C/c1cc(N=Nc2ccccc2)ccc1O | i | -6
CC(C)Oc1ccc(-c2nc(NCC3CCCO3)c3ccccc3n2)cc1 (configuration not stated) | i | -26
NNC(=O)c1ccc(-c2cccc([N+](=O)[O-])c2)o1 | i | -30
CC(=O)Nc1ccccc1NC(=O)C/C(C)=N/NC(=O)C1CCCCC1 | i | -3
COc1ccc(C(=O)N/N=C(\C)CC(=O)N2CCN(C=O)CC2)cc1 | i | -13
S=c1[nH]nc(CCc2ccc(Cl)cc2)o1 | i | -3
CSc1ncc(OCc2ccccc2)c(=O)[nH]1 | i | -15
COc1ccc(N2CCN(C(=O)CSc3ccc(C)cc3)CC2)cc1 | i | -11
CCN(C(=O)CSc1nnc(-c2ccccc2Br)o1)C1CCS(=O)(=O)C1 (configuration not stated) | i | -20
C=CCNC(=S)NNC(=O)c1cccnc1 | i | -11
O=C(Nc1ccc(S(=O)(=O)NC2=NCCCCC2)cc1)C1COc2ccccc2O1 (configuration not stated) | i | -25
C/C(Cc1ccccc1)=N\NC(=O)CNC(=O)c1ccccc1 | i | 1
CCC(=O)Nc1cccc(NC(=O)CSc2nnc(-c3ccc(NS(C)(=O)=O)cc3)n2CC)c1 | i | -4
COc1ccc(-c2csc(NC(=S)NC(=O)/C=C/c3ccccc3)n2)cc1Br | i | -2
O=C(C1=C[C@@H](c2ccc(C(F)(F)F)cc2)C[C@@H](OCCCCO)O1)N1CCCCCCC1 | i | -30
CN(Cc1cn[nH]c1-c1cc2ccccc2o1)CC1CCOCC1 | i | -16
CCn1c(CSCc2ccccc2)n[nH]c1=S | i | 3
O=C1c2ccccc2C(O)N1c1ccc(Cl)cc1 (configuration not stated) | i | -12
COc1ccc(CCN(C(=O)c2cccc(F)c2)C2CC(=O)N(c3ccc(OC)cc3)C2=O)cc1 (configuration not stated) | i | -35
COc1ccc(S(=O)(=O)NCc2cccnc2)cc1 | i | -2
COc1cc(/C=C(/C#N)C(=O)Nc2ccccc2)ccc1OCc1ccc(C(=O)O)cc1 | i | -17

Compounds shown so far containing two or more sulfur atoms (17):
SMILES | CHT PAM | OX1R antag
CCCN(Cc1nnc(-c2cccs2)o1)C(=O)c1cc(S(=O)(=O)N2CCOCC2)ccc1C | / | -39
COc1ccccc1-n1c(SCC(=O)O)nnc1-c1ccc(S(=O)(=O)N2CCCCC2)cc1 | i | -5
CCn1c(CCNC(=O)c2cccs2)nnc1SCC(=O)c1ccc(OC)cc1 | i | -14
CCOC(=O)c1c(NC2=NS(=O)(=O)c3ccccc32)sc2c1CCC(C)C2 (configuration not stated) | i | -12
O=C(N/N=C/c1sc(N2CCCCC2)nc1-c1cccs1)c1cccnc1 | i | 45*
CS(=O)(=O)N(CC(=O)NCCSc1ccccn1)c1cccc2ccccc12 | i | -4
O=C(NC(=S)NC1CCS(=O)(=O)C1)c1ccccc1F (configuration not stated) | i | 0
COc1ccc2nc(NC(=O)CNS(=O)(=O)c3cccs3)sc2c1 | i | 8
CC(=O)N1CCSc2ccc(S(=O)(=O)NCc3ccccc3)cc21 | i | 1
COc1ccccc1OC(C)C(=O)Nc1nc(-c2ccc(S(=O)(=O)N3CCOCC3)cc2)cs1 (configuration not stated) | i | -7
Cc1csc(SCCn2c(N3CCCC3)nc3c2c(=O)[nH]c(=O)n3C)n1 | i | -13
CC1C(=O)C(C)C(c2cccs2)NC1c1cccs1 (configuration not stated) | i | -16
O=C(NCc1cccs1)c1csc2c1CCCCC2 | i | 1
CCN(C(=O)CSc1nnc(-c2ccccc2Br)o1)C1CCS(=O)(=O)C1 (configuration not stated) | i | -20
CCC(=O)Nc1cccc(NC(=O)CSc2nnc(-c3ccc(NS(C)(=O)=O)cc3)n2CC)c1 | i | -4
COc1ccc(-c2csc(NC(=S)NC(=O)/C=C/c3ccccc3)n2)cc1Br | i | -2
CCn1c(CSCc2ccccc2)n[nH]c1=S | i | 3

Bioassay records (PubChem BioAssay)
